OX1R antag = blocks the human orexin 1 receptor. OX1R-expressing cells, FRET antagonist read-out. 330,000 compounds, 1.8% hits. inhibition, % at 6.6 µM. O43613. AID 485270; in the data active means inhibition mostly above about 38%, no sharp cut-off; inactive means mostly below about 40%;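 further: 0% = agonist challenge alone and 100% = reference antagonist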
Target sequence (O43613 whole entry, looked up): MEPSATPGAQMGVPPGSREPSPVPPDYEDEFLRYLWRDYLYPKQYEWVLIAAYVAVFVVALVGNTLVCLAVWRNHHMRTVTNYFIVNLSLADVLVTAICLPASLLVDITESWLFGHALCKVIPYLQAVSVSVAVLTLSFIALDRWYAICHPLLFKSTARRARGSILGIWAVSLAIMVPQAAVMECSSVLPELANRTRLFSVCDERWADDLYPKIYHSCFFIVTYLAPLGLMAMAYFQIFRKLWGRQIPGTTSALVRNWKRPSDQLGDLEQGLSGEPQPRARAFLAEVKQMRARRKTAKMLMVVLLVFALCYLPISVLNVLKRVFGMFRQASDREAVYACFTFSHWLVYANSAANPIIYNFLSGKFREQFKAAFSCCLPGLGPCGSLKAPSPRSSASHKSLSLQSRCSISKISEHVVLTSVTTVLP
* hit, by the source's call. These rows are one share of the data. The share of hits here may be higher or lower than overall.

CC(CNC(=O)Cn1cnc2c(NCc3ccccc3)ncnc21)c1ccccc1 (centres undefined)
  OX1R antag: 15.6
COc1ccc2c(c1)c([C@@H]1[C@H](C)[C@H]3CCCC[C@H]3CN1S(=O)(=O)c1ccc(C)cc1)cn2C
  OX1R antag: 13.0
N#CCCN(C(=O)CSc1nnc(-c2ccncc2)n1C1CC1)c1ccccc1
  OX1R antag: 0.5
O=C(CN1CCN(S(=O)(=O)c2cccc(Cl)c2)CC1)NCC1(N2CCOCC2)CCCCC1
  OX1R antag: 2.4
COc1cccc(CN(C)S(=O)(=O)c2ccccc2Br)c1
  OX1R antag: 3.0
C[C@]12c3[nH]c4cc(-c5ccco5)ccc4c3CCN1C(=O)[C@@H](CC(=O)NCCN1CCOCC1)C[C@@H]2C(=O)N1CCCCC1
  OX1R antag: 5.8
C[C@@H]1CC=C[C@@H]2[C@H]1C(=O)N(Cc1ccccc1)[C@H]2c1cccc(Br)c1
  OX1R antag: 19.7
COc1ccc(CNC(=O)C[C@H]2C[C@H](C(=O)N3CCOCC3)[C@@]3(CCC4CCCC4)c4[nH]c5cc(-c6ccco6)ccc5c4CCN3C2=O)cc1OC
  OX1R antag: 3.9
CCOC(=O)C1=CN(Cc2ccco2)S(=O)(=O)N(C)C1c1ccc(F)c(Cl)c1 (centres undefined)
  OX1R antag: 6.5
Cc1cc2c(c(C)c1CCO)C(=O)[C@H](C)C2
  OX1R antag: 11.2
CCOc1ccc(CN(C)C(=O)CN2C(=O)NC(c3ccccc3)(c3ccccc3)C2=O)cc1
  OX1R antag: 12.2
COc1cc(/C=C/C(=O)O[C@H]2[C@H](O[C@@H]3O[C@@H](C)[C@H](O)[C@@H](O)[C@H]3O)[C@@H](O)[C@H](OCCc3ccc(O)c(OC)c3)O[C@@H]2CO)ccc1O
  OX1R antag: 10.3
COc1cc(Cl)c(CNC[C@H]2O[C@@H](n3cnc4c(N)ncnc43)[C@H](O)[C@@H]2O)c(Cl)c1O
  OX1R antag: 5.2
COc1ccc(S(=O)(=O)N2CCOCC2)cc1NC(=O)c1ccc(OCC(C)C)c(OC)c1
  OX1R antag: 7.7
CCNC(=O)N(C)C[C@H]1N[C@@](Cc2ccccc2)(C(=O)OC)[C@H]2C(=O)N(C)C(=O)[C@@H]12
  OX1R antag: 0.3
CC[C@]12c3[nH]c4ccc(Cl)cc4c3CCN1C(=O)[C@@H](CC(=O)NCCc1ccccn1)C[C@@H]2C(=O)N1CCN(C(=O)c2ccco2)CC1
  OX1R antag: 12.8
CSc1ccc(/C=C/C(=O)OCC(=O)NCC2CCCO2)cc1 (centres undefined)
  OX1R antag: 1.6
CCN1Cc2cc(OC)ccc2-c2ccccc2S1(=O)=O
  OX1R antag: 23.9
COc1ccc(-c2noc(CCC(=O)N3CCN(c4ccccc4Br)CC3)n2)cc1
  OX1R antag: 11.3
CC1=CC(c2ccccc2)=NS(=O)(=O)N1
  OX1R antag: 1.3
COc1ccc2[nH]c3c(c2c1)CCN1C(=O)C(CC(=O)NCCc2ccccn2)C[C@H](C(=O)N2CCOCC2)[C@@]31CCC1CCCC1 (some centres undefined)
  OX1R antag: 8.8
c1ccc2c(c1)ccc1ccccc12
  OX1R antag: 6.9
CCCNC(=O)Cn1cnc2sc(C(=O)N3CCN(CCC)CC3)c(C)c2c1=O
  OX1R antag: 5.8
CC[C@]12c3[nH]c4ccc(OC)cc4c3CCN1C(=O)C(CC(=O)NCCc1ccccn1)C[C@@H]2C(=O)N1CCN(C(=O)c2ccco2)CC1 (some centres undefined)
  OX1R antag: 12.9
Cc1cc(Cl)ccc1OCC(=O)OCC(=O)Nc1cccnc1Cl
  OX1R antag: 6.7

The last 4 entries of the section above are carried over, then new ones follow.
c1ccc2c(c1)ccc1ccccc12
  OX1R antag: 6.9
CCCNC(=O)Cn1cnc2sc(C(=O)N3CCN(CCC)CC3)c(C)c2c1=O
  OX1R antag: 5.8
CC[C@]12c3[nH]c4ccc(OC)cc4c3CCN1C(=O)C(CC(=O)NCCc1ccccn1)C[C@@H]2C(=O)N1CCN(C(=O)c2ccco2)CC1 (some centres undefined)
  OX1R antag: 12.9
Cc1cc(Cl)ccc1OCC(=O)OCC(=O)Nc1cccnc1Cl
  OX1R antag: 6.7
CCOC(=O)/C=C1\CC(C(=O)OCC)Oc2c(OC)cccc21 (centres undefined)
  OX1R antag: 7.1
CCN(C[C@H]1N[C@@](C)(C(=O)OC)[C@H]2C(=O)N(C)C(=O)[C@@H]12)C(=O)c1ccc(C(C)(C)C)cc1
  OX1R antag: 17.6
O=S(=O)(Nc1cccc(S(=O)(=O)N2CCCCC2)c1)c1ccc(Cl)s1
  OX1R antag: 7.5
CCn1c(=O)n(CC(=O)Nc2cccc(OC)c2)c(=O)c2ccccc21
  OX1R antag: 21.8
CCCn1c(SCC(=O)Nc2cc(S(=O)(=O)N3CCCCC3)ccc2C)n[nH]c1=O
  OX1R antag: -3.2
CCCCN1Cc2ccccc2Oc2cc(Br)ccc2S1(=O)=O
  OX1R antag: 6.2
O=C(COC(=O)/C=C/c1ccccc1)NC1CCS(=O)(=O)C1 (centres undefined)
  OX1R antag: 5.2
COc1ccccc1C(=O)Nc1ccc(OCC(=O)N2CCCCC2C)cc1 (centres undefined)
  OX1R antag: 6.2
CCN1C(=O)[C@H]2[C@H]3CN=C(SCc4ccc(C(=O)OC)cc4)N3[C@@](CC)(C(=O)OC)[C@H]2C1=O
  OX1R antag: 8.4
CN(C)C(=O)CCc1ccc2c3c([nH]c2c1)[C@]1(CCc2ccccc2)[C@@H](C(=O)N2CCCCC2)C[C@H](CC(=O)NCCCn2ccnc2)C(=O)N1CC3
  OX1R antag: 5.4
COc1ccc(CNC(=O)C[C@H]2C[C@H](C(=O)N(C(C)C)C(C)C)[C@@]3(C)c4[nH]c5cc(-c6ccco6)ccc5c4CCN3C2=O)cc1OC
  OX1R antag: 5.3
O=C(NOCc1ccccc1)c1coc(-c2ccccc2)n1
  OX1R antag: 8.8
Cc1ccc(C(=O)NNC(=O)COC(=O)COc2ccccc2C#N)cc1
  OX1R antag: -4.4
CCOc1ccc(NC(=O)COC(=O)c2cc(=O)c3ccccc3o2)cc1
  OX1R antag: 0.2
COc1ccc(C)cc1NC(=O)CN1c2cccc3cccc(c23)S1(=O)=O
  OX1R antag: 5.1
Cn1c(CC(=O)NNC(=O)c2ccccc2[N+](=O)[O-])nc2ccccc21
  OX1R antag: 2.9
CCc1ccccc1NC(=O)CNC(=O)c1cc(C2CC2)nn1-c1ccccc1
  OX1R antag: 9.3
O=C(Cn1cnc2c(NCc3ccccc3)ncnc21)NCc1ccc2c(c1)OCO2
  OX1R antag: 3.8
COc1ccccc1-c1sc2ccccc2c1-c1ccc(OCCN2CCCCC2)cc1
  OX1R antag: -3.6
O=C1[C@H](Oc2ccccc2)[C@@H](c2ccccc2)N1c1ccncc1
  OX1R antag: 8.2
O=C(CN1CCN(S(=O)(=O)c2ccc(F)c(F)c2)CC1)Nc1ccccc1C(=O)NC1CC1
  OX1R antag: 4.5
Cc1ccc(S(=O)(=O)N2[C@@H](c3ccc(C#N)cc3)C(C(=O)O)=C[C@H]2CC2CCCC2)cc1
  OX1R antag: 8.3
CN(c1ccccc1)S(=O)(=O)c1cccc(NC(=O)COc2ccccc2)c1
  OX1R antag: 14.3
COC(=O)C1CCN(CC(=O)Nc2ccc(C(=O)Nc3ccccc3OC)cc2)CC1
  OX1R antag: 4.6
CCOC(=O)C1=CN(Cc2ccco2)S(=O)(=O)N(CC)C1c1ccc(F)c(Cl)c1 (centres undefined)
  OX1R antag: 11.1

COc1ccc2[nH]c3c(c2c1)CCN1C(=O)C(CC(=O)NC(C)(C)C)C[C@H](C(=O)N2CCCCC2)[C@@]31C (some centres undefined)
  OX1R antag: 7.4
CC1(C)C[C@H]2C3=CCC4[C@@]5(C)CC[C@H](O)[C@](C)(CO)C5CC[C@@]4(C)[C@]3(C)C[C@@H](O)[C@@]2(CO)[C@@H](O)[C@@H]1O (some centres undefined)
  OX1R antag: 6.3
COc1ccc(C2/C=C\CN(S(=O)(=O)c3ccc(C)cc3)CC(=O)N2Cc2cccc(F)c2)cc1 (centres undefined)
  OX1R antag: 49.6*
O=C(C1CCN(S(=O)(=O)c2cccc3cccnc23)CC1)N1CC=C(c2ccccc2)CC1
  OX1R antag: 17.2
Cc1ccc(Cl)cc1NC(=O)COC(=O)CN1C(=O)C2CCCCC2C1=O (centres undefined)
  OX1R antag: -2.0
C[C@]12c3[nH]c4ccc(Cl)cc4c3CCN1C(=O)[C@@H](CC(=O)NCCCn1ccnc1)C[C@@H]2C(=O)N1CCOCC1
  OX1R antag: 14.5
CCOC(=O)C1=CN(Cc2cccc(F)c2)S(=O)(=O)N(CC)C1c1ccc2ccccc2c1 (centres undefined)
  OX1R antag: 7.3
O=C(/C=C/c1ccc(Cl)cc1)OCC(=O)c1ccc[nH]1
  OX1R antag: 1.7
Cn1nc(C(=O)NC2CCCC2)c2ccccc2c1=O
  OX1R antag: 1.1
C[C@H](CO)N1C[C@H](C)[C@@H](CN(C)C(=O)Nc2ccc(C(F)(F)F)cc2)Oc2c(NS(=O)(=O)c3ccc(F)cc3)cccc2C1=O
  OX1R antag: 1.8
CCN(C[C@H]1N[C@@](CC)(C(=O)OC)[C@H]2C(=O)N(C)C(=O)[C@@H]12)C(=O)c1ccc(F)cc1
  OX1R antag: 4.7
CCCCCCSc1ccc(-c2nc3ccc(Cl)cn3c2NCCCC)cc1OC
  OX1R antag: 8.2
CC[C@]12c3[nH]c4cc(-c5ccco5)ccc4c3CCN1C(=O)[C@@H](CC(=O)NCc1ccco1)C[C@@H]2C(=O)N1CCN(C(=O)C2CC2)CC1
  OX1R antag: 4.7
CCN(CC)C(=O)[C@H]1C[C@H](CC(=O)NCC23CC4CC(CC(C4)C2)C3)C(=O)N2CCc3c([nH]c4cc(-c5ccco5)ccc34)[C@]12C
  OX1R antag: 2.2
COc1ccc2[nH]c3c(c2c1)CCN1C(=O)C(CC(=O)NC/C=C(\C)CCC=C(C)C)C[C@H](C(=O)N(C(C)C)C(C)C)[C@@]31C (some centres undefined)
  OX1R antag: 0.7
Cc1cc(N2O[C@]34C=C[C@]25C[C@@H](O)CC[C@]5(C)C3CC[C@]2(C)[C@@H]([C@H](C)/C=C/[C@H](C)C(C)C)CC[C@H]24)no1 (some centres undefined)
  OX1R antag: 0.7
CCOC(=O)C1=CN(Cc2cccc(F)c2)S(=O)(=O)N(CC)C1c1ccccc1 (centres undefined)
  OX1R antag: 14.2
CCN(CC)C(=O)[C@H]1C[C@H](CC(=O)NC/C=C(\C)CCC=C(C)C)C(=O)N2CCc3c([nH]c4cc(-c5ccco5)ccc34)[C@]12C
  OX1R antag: 13.1
COC(=O)[C@H](Cc1ccccc1)N1C/C=C\COc2c(Cl)cc(Cl)cc2S1(=O)=O
  OX1R antag: 31.8*
CC1=CC[C@@]23CCCN2C(=O)CCC[C@H]3C1
  OX1R antag: -0.4
CCN(C[C@H]1N[C@@](CC)(C(=O)OC)[C@H]2C(=O)N(C)C(=O)[C@@H]12)C(=O)c1ccccc1
  OX1R antag: -2.4
CCCN=C1N(CC)C[C@@H]2[C@@H]3C(=O)N(C)C(=O)[C@@H]3[C@](CC)(C(=O)OC)N12
  OX1R antag: 2.3
NC(=O)C1CCN(C(=O)CNC(=O)c2ccc(F)cc2)CC1
  OX1R antag: 3.9
O=S(=O)(Nc1cccc2ncccc12)c1cccc(C(F)(F)F)c1
  OX1R antag: 8.2
CSCCC(NC(=O)c1ccco1)C(=O)NCCc1ccc(Cl)cc1 (centres undefined)
  OX1R antag: 10.9

CCN(CC)C(=O)[C@H]1CC(CC(=O)NCc2ccco2)C(=O)N2CCc3c([nH]c4ccc(OC)cc34)[C@]12C (some centres undefined)
  OX1R antag: 10.2
CCCCCCN1C(=O)CC(NC(=O)OCC2c3ccccc3-c3ccccc32)C/C=C\C1C(C)C (centres undefined)
  OX1R antag: 9.2
CC1CCC(NC(=O)COC(=O)C2=NN(c3ccccc3)C(=O)CC2)CC1 (centres undefined)
  OX1R antag: 8.2
O=C(COc1ccccc1)N[C@@H]1c2ccccc2CC[C@@H]1O
  OX1R antag: 2.1
CC[C@]12c3[nH]c4ccc(Cl)cc4c3CCN1C(=O)[C@@H](CC(=O)NCCN1CCOCC1)C[C@@H]2C(=O)N1CCN(C(=O)C2CC2)CC1
  OX1R antag: 3.9
CC[C@]1(C(=O)OC)[C@H]2C(=O)N(C)C(=O)[C@H]2[C@H]2CN=C(SCc3ccc(C(=O)OC)cc3)N21
  OX1R antag: 12.5
O=C(COc1ccc(Br)cc1)NCCCN1CCCC1=O
  OX1R antag: -2.5
Cc1cc2oc(=O)cc(-c3ccccc3)c2c(C)c1-c1ccc(C(F)(F)F)cc1
  OX1R antag: 14.4
COc1ccc(NC(=O)CN(C)C2=NS(=O)(=O)c3ccccc32)cc1Cl
  OX1R antag: 11.6
CCCCNC(=O)C(C)N(CCN(C)C)C(=O)CCCN1C(=O)NC(c2ccc(Cl)cc2)C(C(=O)OCc2ccccc2)=C1C (centres undefined)
  OX1R antag: 13.9
CC(C)N(C(=O)[C@H]1C[C@H](CC(=O)NC(C)(C)C)C(=O)N2CCc3c([nH]c4cc(-c5ccco5)ccc34)[C@]12C)C(C)C
  OX1R antag: 2.1
CCOc1ccccc1C(=O)OCC(=O)Nc1cc(S(=O)(=O)N2CCOCC2)ccc1C
  OX1R antag: 3.9
O=C(COC(=O)c1cc(S(=O)(=O)N2CCCC2)ccc1O)Nc1ccc(SC(F)F)cc1
  OX1R antag: 25.6
CC(=O)C[C@@H](O)CC(=O)[C@@H]1OC(=O)[C@@H](C)CCCCc2ccccc21
  OX1R antag: 9.7
CCN(C[C@H]1N[C@@](CC)(C(=O)OC)[C@H]2C(=O)N(C)C(=O)[C@@H]12)S(=O)(=O)c1ccccc1
  OX1R antag: 2.5
CC(C)=CCC/C(C)=C/CNC(=O)C[C@H]1C[C@H](C(=O)N2CCOCC2)[C@@]2(C)c3[nH]c4ccc(Cl)cc4c3CCN2C1=O
  OX1R antag: 4.7
CCCN=C1N(C)C[C@@H]2[C@@H]3C(=O)N(C)C(=O)[C@@H]3[C@](CC)(C(=O)OC)N12
  OX1R antag: 9.7

Gathered by group: those above with a cyano group.
N#CCCN(C(=O)CSc1nnc(-c2ccncc2)n1C1CC1)c1ccccc1
  OX1R antag: 0.5
Cc1ccc(C(=O)NNC(=O)COC(=O)COc2ccccc2C#N)cc1
  OX1R antag: -4.4
Cc1ccc(S(=O)(=O)N2[C@@H](c3ccc(C#N)cc3)C(C(=O)O)=C[C@H]2CC2CCCC2)cc1
  OX1R antag: 8.3
